# Source: PubChem BioAssay (National Center for Advancing Translational Sciences (NCATS))
# FBPA coupling cs = qHTS Assay for Inhibitors of Fructose-1,6-bisphosphate Aldolase from Giardia Lamblia: Coupling assay counterscreen. coupling enzyme system counterscreen, AmpLite Red fluorescence. activity change, negative = inhibition, % at 58.2 µM, hits read low. hit rate 0.67% among 290,000; in the data active = activity change below about -30%; note: % is set by controls: 0 for no effect and ±100 for the full control effect
#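 Fluorescence at 525 nm excitation and 598 nm emission measured inhibition of the coupled detection system without aldolase. Compounds (at 57.5 uM final) were preincubated 10 min at room temperature with coupling enzyme reagent before a 20 min substrate/AmpLite Red step.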
# Menin MLL FP TR = qHTS Assay for Inhibitors Targeting the Menin-MLL Interaction in MLL Related Leukemias: Competition With Texas Red Labeled MLL-derived Mutant Peptide; O00255; Menin + Texas Red MLL mutant peptide, fluorescence polarization; Potency, µM (top dose mostly 61.6 µM), inactives show at the top dose FP activity change, negative = inhibition, actives largely listed as inhibitors; hit rate 0.23% among 270,000; AID 1768, 2009; active = well fitted inhibition curve with a large enough effect in the polarisation, with a control signal flat, not every such curve was filed as active; inconclusive = small, poorly fitted or top-dose-only effect, or effect the other way, or a change in a side signal; inactive = no such curve, though single readings can be large or run the other way; the % refers to the polarisation; note: potency is the fitted concentration of half-maximal effect; % of control where 0% means no effect; many of its hits are not listed in these tables
# hERG WT inh = qHTS for Inhibitors of KCHN2 3.1: Wildtype qHTS | U2OS, BacMam KCNH2, thallium flux FluxOr; active compounds read low | activity change, % at 1.84 µM | hit rate 0.37% among 340,000 | AID 720551, 2013;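 active = maximum activity change below -70%; inconclusive = maximum activity change between -70% and -50%; inactive = maximum activity change above -50%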; note: % is set by controls: 0 for no effect and ±100 for the full control effect
#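 U2OS cells were transduced with wild-type KCNH2 virus (2.03 x 10^8 / mL) for 4 h at room temperature, then cultured overnight at 37 C. Thallium flux was read with FluxOr dye. Rate constants were normalized to DMSO controls.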
# PKM2 act = qHTS Assay for Activators of Human Muscle isoform 2 Pyruvate Kinase; Potency, µM (series often up to 57.5 µM), inactives show at the top dose activation, hits mostly activators; hit rate 0.34% among 260,000; Pyruvate kinase PKM (Homo sapiens), P14618; AID 1631, 2009; purified PKM2, Kinase-Glo ATP luminescence, activation; response scale: 0% is enzyme alone, no compound; note: potency is the fitted concentration of half-maximal effect; % is set by controls: 0 for no effect and ±100 for the full control effect; nearly all actives have a fitted effect of over 55% in size
#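 Purified hPK-M2 (>95% pure) converted ADP (0.1 mM final) to ATP with 0.5 mM PEP in 50 mM imidazole pH7.2, KCl, MgCl2, Tween 20, BSA; 1 h at room temperature. ATP detected by Kinase-Glo luminescence.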
# Giardia kill = Small Molecules that selectively kill Giardia lamblia: qHTS; Giardia lamblia trophozoite viability; activity change, % at 7.66 µM, hits read low; hit rate 0.15% among 340,000; in the data active = activity change below about -80%; inconclusive = between about -30% and that limit;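 note: parasites exposed to compound for two days anaerobically before the ATP read; % is set by controls: 0 for no effect and ±100 for the full control effect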
#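 Luminescence from cellular ATP indicates surviving trophozoites (100 cells/well) following 48 hrs anaerobic compound treatment at 37 deg C; signal develops 15-30 min at room temperature.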
# KCNH2 3.1 inh = qHTS for Inhibitors of KCHN2 3.1: Mutant qHTS; Potassium voltage-gated channel subfamily H member 2, brain isoform KCNH2 3.1 (human); U2OS KCNH2 3.1, thallium flux FluxOr; active compounds read low; activity change, % (tested at about 1.8 µM); hit rate 0.95% among 340,000; AID 720553, 2013;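 active = maximum activity change below -70%; inconclusive = maximum activity change from -70% to -50%; inactive = maximum activity change above -50%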;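 note: thallium influx rate constant from kinetic fluorescence after stimulation buffer; % is set by controls: 0 for no effect and ±100 for the full control effect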
#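 Kinetic fluorescence (2 min after stimulation buffer) measures Tl+ influx through KCNH2 3.1 expressed by viral transduction in U2OS cells; the rate constant is normalized against DMSO controls serving as positive and negative references.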
# USP2a block = qHTS Assay for Inhibitors of Ubiquitin-specific Protease USP2a Using CHOP2 as the Reporter; USP2 core, Ub-CHOP2 coupled fluorogenic reporter, 485/531; Potency, µM (highest dose often 38.3 µM), for inactives: at the top dose activity change, negative = inhibition, most hits filed as inhibitors; hit rate 0.01% among 330,000; AID 463254, 2010;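 note: potency is the fitted concentration of half-maximal effect; plate controls were DMSO wells for no effect and full inhibition by NEM control for full effect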
#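 USP2 core (10nM final) preincubated 30min RT with compound in 20mM Tris-HCl pH 8.0, 2mM CaCl2, 2mM beta-mercaptoethanol, 0.05% CHAPS; 25nM Ub-CHOP2 plus 25nM reporter substrate added, fluorescence (Ex485/Em531) read after 60min.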
# MLL CXXC-DNA inh = qHTS Fluorescence Polarization Assay for Inhibitors of MLL CXXC domain - DNA interaction | Histone-lysine N-methyltransferase 2A (Homo sapiens), Q03164 | MLL-CXXC / FITC-HOXA9 DNA fluorescence polarization | Potency, µM (doses to about 115 µM), for the others: at the top dose activity change, negative = inhibition, most hits filed as inhibitors | hit rate 0.037% among 290,000 | AID 2662, 2010; active = well fitted inhibition curve with a large enough effect in the polarisation, with a control signal flat, not every such curve was filed as active; inconclusive = small, poorly fitted or top-dose-only effect, or effect the other way, or a change in a side signal; inactive = no such curve, though single readings can be large or run the other way; the % refers to the polarisation; note: potency is the fitted concentration of half-maximal effect
# Target sequence (Q03164 whole entry, looked up, the tested form may be a part): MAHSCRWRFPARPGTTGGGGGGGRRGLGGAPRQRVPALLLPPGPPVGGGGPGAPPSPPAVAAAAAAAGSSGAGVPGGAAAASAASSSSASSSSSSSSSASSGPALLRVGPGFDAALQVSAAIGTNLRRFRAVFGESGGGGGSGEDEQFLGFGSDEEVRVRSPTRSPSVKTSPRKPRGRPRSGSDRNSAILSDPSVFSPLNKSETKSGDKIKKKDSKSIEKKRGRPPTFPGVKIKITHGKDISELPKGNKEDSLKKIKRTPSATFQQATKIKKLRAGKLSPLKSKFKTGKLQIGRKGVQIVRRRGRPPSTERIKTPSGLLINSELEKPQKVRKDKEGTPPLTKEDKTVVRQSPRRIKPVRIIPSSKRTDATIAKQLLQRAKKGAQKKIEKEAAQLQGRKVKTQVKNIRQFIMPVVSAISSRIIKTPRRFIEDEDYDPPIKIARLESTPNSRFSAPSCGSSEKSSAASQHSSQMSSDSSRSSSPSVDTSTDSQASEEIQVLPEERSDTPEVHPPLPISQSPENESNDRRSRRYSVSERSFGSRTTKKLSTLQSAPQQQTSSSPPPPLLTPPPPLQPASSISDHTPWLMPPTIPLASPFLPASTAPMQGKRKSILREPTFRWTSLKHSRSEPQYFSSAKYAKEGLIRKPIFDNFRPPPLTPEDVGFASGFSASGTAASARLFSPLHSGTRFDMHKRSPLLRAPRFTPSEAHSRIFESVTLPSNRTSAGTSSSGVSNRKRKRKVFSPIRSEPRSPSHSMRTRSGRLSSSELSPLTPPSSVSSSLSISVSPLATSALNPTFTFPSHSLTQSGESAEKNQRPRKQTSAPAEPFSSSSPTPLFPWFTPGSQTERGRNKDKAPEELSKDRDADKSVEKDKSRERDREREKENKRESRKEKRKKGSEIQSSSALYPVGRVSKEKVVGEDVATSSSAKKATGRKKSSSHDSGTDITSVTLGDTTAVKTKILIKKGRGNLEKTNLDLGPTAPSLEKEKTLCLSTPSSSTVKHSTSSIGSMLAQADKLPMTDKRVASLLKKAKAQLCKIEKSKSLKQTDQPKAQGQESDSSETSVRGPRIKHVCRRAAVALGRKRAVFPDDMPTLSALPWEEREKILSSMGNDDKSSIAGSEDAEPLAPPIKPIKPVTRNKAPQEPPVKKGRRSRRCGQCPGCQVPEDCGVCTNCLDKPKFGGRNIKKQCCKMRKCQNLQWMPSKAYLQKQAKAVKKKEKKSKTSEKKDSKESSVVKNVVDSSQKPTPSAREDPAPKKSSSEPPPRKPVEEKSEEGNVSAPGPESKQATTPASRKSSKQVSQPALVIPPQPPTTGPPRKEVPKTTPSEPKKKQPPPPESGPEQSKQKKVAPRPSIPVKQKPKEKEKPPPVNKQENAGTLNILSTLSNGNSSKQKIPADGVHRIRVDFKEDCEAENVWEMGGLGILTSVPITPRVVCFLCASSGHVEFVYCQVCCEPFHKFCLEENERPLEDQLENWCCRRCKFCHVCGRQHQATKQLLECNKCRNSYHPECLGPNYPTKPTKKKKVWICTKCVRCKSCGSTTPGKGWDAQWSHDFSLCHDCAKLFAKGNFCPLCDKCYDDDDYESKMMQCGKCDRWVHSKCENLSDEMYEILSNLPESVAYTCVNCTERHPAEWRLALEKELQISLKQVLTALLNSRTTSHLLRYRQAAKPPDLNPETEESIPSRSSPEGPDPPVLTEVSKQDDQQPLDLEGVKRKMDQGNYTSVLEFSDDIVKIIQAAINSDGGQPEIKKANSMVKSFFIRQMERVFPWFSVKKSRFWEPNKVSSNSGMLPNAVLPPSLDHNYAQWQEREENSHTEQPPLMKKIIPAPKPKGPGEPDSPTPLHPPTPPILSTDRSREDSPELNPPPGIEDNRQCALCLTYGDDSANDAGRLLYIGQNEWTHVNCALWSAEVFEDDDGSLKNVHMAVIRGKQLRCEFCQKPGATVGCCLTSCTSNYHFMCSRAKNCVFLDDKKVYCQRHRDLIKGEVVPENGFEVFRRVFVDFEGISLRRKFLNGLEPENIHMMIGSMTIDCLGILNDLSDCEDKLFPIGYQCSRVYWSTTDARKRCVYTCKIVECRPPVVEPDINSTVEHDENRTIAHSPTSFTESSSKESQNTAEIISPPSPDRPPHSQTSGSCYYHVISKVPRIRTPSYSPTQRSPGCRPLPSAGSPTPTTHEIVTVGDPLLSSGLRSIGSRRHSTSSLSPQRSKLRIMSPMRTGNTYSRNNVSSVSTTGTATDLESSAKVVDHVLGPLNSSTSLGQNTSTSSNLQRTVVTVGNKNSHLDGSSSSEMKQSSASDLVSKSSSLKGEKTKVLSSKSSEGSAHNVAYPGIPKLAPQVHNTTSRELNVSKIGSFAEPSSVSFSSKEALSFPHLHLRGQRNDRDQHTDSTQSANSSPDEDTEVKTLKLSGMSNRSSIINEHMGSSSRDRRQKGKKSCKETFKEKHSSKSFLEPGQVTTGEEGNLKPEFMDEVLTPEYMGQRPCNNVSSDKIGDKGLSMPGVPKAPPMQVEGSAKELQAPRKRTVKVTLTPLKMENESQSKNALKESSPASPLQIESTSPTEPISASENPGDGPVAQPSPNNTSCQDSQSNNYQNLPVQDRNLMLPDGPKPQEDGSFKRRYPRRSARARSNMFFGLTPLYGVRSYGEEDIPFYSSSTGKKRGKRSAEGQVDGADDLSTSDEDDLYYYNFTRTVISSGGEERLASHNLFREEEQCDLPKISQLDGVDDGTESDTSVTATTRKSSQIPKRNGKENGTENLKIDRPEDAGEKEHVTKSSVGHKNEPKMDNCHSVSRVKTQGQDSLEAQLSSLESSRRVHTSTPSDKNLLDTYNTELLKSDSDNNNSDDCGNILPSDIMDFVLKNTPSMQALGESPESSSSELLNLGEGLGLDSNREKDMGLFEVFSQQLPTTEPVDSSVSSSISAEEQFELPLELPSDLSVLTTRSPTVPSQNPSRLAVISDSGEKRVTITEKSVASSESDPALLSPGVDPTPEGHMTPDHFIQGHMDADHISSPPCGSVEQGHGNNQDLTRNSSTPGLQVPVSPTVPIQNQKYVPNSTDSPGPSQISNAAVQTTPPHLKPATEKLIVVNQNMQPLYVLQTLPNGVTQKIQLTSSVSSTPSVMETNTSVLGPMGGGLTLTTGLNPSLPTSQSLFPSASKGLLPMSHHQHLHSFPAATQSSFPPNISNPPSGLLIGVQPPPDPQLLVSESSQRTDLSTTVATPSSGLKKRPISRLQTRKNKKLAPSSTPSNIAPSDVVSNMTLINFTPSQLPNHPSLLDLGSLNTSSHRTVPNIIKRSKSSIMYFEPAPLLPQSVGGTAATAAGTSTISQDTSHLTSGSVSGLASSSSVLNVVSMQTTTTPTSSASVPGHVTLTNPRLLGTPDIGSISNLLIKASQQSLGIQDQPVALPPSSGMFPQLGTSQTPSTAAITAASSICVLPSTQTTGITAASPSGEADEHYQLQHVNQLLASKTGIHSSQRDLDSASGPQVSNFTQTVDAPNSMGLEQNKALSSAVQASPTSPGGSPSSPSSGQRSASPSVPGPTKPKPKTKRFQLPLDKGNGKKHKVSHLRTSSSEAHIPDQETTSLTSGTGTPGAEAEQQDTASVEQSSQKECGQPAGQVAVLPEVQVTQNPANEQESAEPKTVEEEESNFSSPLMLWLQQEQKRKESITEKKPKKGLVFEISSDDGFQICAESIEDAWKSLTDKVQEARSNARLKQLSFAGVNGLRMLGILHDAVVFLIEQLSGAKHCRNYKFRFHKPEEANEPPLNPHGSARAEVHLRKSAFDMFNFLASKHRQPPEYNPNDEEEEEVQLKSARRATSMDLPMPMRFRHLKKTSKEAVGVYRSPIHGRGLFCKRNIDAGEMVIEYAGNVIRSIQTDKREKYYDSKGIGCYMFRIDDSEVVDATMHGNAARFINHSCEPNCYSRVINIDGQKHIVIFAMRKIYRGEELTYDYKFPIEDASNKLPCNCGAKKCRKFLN
#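 Fluorescence polarization: 7 uM MLL-CXXC (stock) preincubated 5 min with compounds, then 50 nM fluorescein-HOX-A9 DNA (stock) added; 30 min ambient. Buffer 50 mM Tris-HCl pH 7.5, 50 mM NaCl, 1 mM DTT, 0.05% BSA.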
# B2AR arrestin = qHTS assay of beta-arrestin-biased ligands of beta2-adrenergic receptor. Beta-2 adrenergic receptor (Homo sapiens), P07550. beta-arrestin recruitment to beta2AR, cell-based reporter. Potency, µM (highest dose often 46.1 µM), without a hit: at the top dose activation, usual class: activators. hit rate 0.02% among 330,000;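 note: potency is the fitted concentration of half-maximal effect; 0% = DMSO controls and full agonism = EC100 isoproterenol or metaproterenol; nearly all actives have a fitted effect of over 65% in size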
# TRPV1 ag = HTS Assay for Compounds that Act as Agonists of the Vanilloid Receptor 1. Transient receptor potential cation channel subfamily V member 1 (Homo sapiens), Q8NER1. TRPV1-expressing cells, Fluo-8 calcium influx, agonist mode. activation, % at 8.33 µM. hit rate 0.19% among 320,000. AID 540275, 2011; in the data active = activation above about 80%; inconclusive = between about 30% and that limit; note: 0% is about no effect
#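 TRPV1-expressing cells were cultured overnight at 35.5C and loaded with Fluo-8 calcium dye for 40 to 90 min at room temperature. After a 10 s baseline, compound was added and calcium influx was read kinetically for 3 min (ex 480/em 520 nm).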
# GALK inhibitor = qHTS Assay for Inhibitors of Human Galactokinase (GALK); P51570; Purified GALK, Kinase-Glo residual ATP luminescence; Potency, µM (titrated, usually from 57.5 µM), for the others: at the highest dose activity change, negative = inhibition, usual class: inhibitors; hit rate 0.007% among 270,000; AID 1868, 2009; note: potency is the fitted concentration of half-maximal effect; % is set by controls: 0 for no effect and ±100 for the full control effect
#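 Quantitative HTS: GALK 5 nM, ATP 35 uM, galactose 100 uM, 1 h room temperature, then luciferase-based ATP detection.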
# Active calls of the source: *; ? = inconclusive; . = not tested or not shown; [ ] = dose if it differs, or a comment. Unless noted, calls come from the whole dose curve; as a rule, active = well fitted curve in the direction sought with a large enough effect; inconclusive = small, poorly fitted or top-dose-only effect, or another doubt; inactive = no such curve, though single readings can be large; an effect the other way counts as inactive or inconclusive.
SMILES,FBPA coupling cs,Menin MLL FP TR,hERG WT inh,PKM2 act,Giardia kill,KCNH2 3.1 inh,USP2a block,MLL CXXC-DNA inh,B2AR arrestin,TRPV1 ag,GALK inhibitor
COCCn1c(SC(C)C(=O)Nc2ccc(N3CCOCC3)cc2)nnc1-c1ccncc1 (stereo not given),.,.,2,.,-8,-4,6%,.,0.1%,1,.
CCn1ncc(Br)c1C(=O)Nc1ccccc1C(F)(F)F,0,-2%,-16,.,2,-1,3%,-2%,-0.4%,5,0%
CC1(C)N=C(N)NC(Nc2ccc(Br)cc2)=N1,-1,.,1,1%,4,2,0%,0%,0.2%,0,-2%
Cc1ccc(CN2CCN(CC(=O)NCCCN3CCN(c4ccc(F)cc4)CC3)C2=O)cc1,.,?,35,5%,7,-30,0%,6%,-0.8%,0,-3%
CC1(C)CC(=O)C=C(CN2C(=O)c3ccccc3C2=O)C1=O,.,.,-2,.,4,0,-1%,.,0.2%,-2,.
CCCC(C(=O)NCCC(C)C)N(Cc1ccc(OC)cc1)C(=O)c1snc(C(N)=O)c1N (stereo not given),0,-17%,-10,-1%,-11,-3,-7%,-20%,-0.2%,1,2%
NNC(=O)C1CC(O)CN1S(=O)(=O)c1ccc(Cl)cc1 (stereo not given),0,-4%,-5,0%,-8,-6,5%,7%,0.3%,-1,-1%
COC(=O)/C=C/C(=O)NCc1ccco1,2,-3%,-19,0%,-13,-7,0%,-11%,-0.1%,2,3%
CC(=O)N1CCN(C(=S)c2ccc([N+](=O)[O-])cc2)CC1,2,7%,-1,-1%,-7,-11,0%,12%,0.0%,0,1%
O=C(COC(=O)Cc1ccccc1[N+](=O)[O-])NCc1ccccc1Cl,3,6%,9,-3%,3,5,3%,9%,2.2%,?,1%
CCN(CC(=O)Nc1ccc(S(N)(=O)=O)cc1)S(=O)(=O)c1cc(C)ccc1OC,2,13%,2,0%,17,-1,1%,1%,-0.5%,4,-4%
CC(=O)n1cc([C@H]2C=C(C(=O)NCc3ccccc3)O[C@@H](OCc3ccc(CO)cc3)C2)c2ccccc21,-5,-9%,13,0%,10,-13,1%,-4%,1.4%,9,0%
CC1(C)CC(=O)C(CCC(=O)c2ccccc2)C(C)(C)N1 (stereo not given),3,0%,3,-4%,3,5,1%,-9%,0.5%,-1,-1%
Cc1cc(C(=O)COC(=O)CC2Sc3ccccc3NC2=O)c(C)n1-c1ccc(Br)cc1 (stereo not given),-6,37%[activator],-6,6%,-7,-18,-1%,-5%,2.1%,-6,1%
COc1ccc2cc(C(=O)C3CCCN(C(=O)C4=NN(C)C(=O)CC4)C3)ccc2c1 (stereo not given),.,.,-11,.,2,13,-1%,1%,0.6%,13,-1%
COc1ccccc1NC(=O)CSCC(=O)N1c2ccccc2CCc2ccccc21,-4,-1%,-8,-11%,-18,0,-3%,0%,?,22,-3%
COc1ccc(-c2nc3n(c(=O)c2C#N)CCS3)c(OC)c1,0,-8%,-6,.,2,2,-2%,3%,-0.2%,0,-1%
COc1ccc(CCNC(=O)COc2nncc3ccccc23)cc1,0,-5%,-37,-2%,1,0,0%,12%,-0.2%,0,9%
O=C(Oc1ccc2c(c1)OCO2)C12CC3CC(CC(C3)C1)C2,7,-8%,1,1%,-11,3,3%,12%,-0.4%,-3,-2%
CC(=O)Nc1ccc(NC(=O)CSc2nnc(-c3ccco3)o2)cc1,0,-2%,-1,-11%,-10,10,3%,-11%,0.1%,-3,1%
COc1cc2c(cc1OC)CN(CCC(=O)c1ccc(Br)cc1)CC2,2,?,28,.,-5,-4,2%,44%[activator],-0.1%,?,0%
Nc1nc(OCc2ccccc2)c2[nH]cnc2n1,.,-9%,4,.,5,-1,.,-5%,.,.,.
Cc1ccc(C(NC(=O)N2CCOCC2)=C(Cl)Cl)cc1F,-5,?,3,-7%,4,19,-1%,-2%,-0.2%,-5,0%
CCc1nc2ccc(C)cc2c(C(=O)Oc2cccc3cccnc23)c1C,4,3%,0,7%,-22,-20,0%,2%,0.3%,22,-1%
O=C1C2C3C=CC(c4ccccc4)(C2C(=O)N1c1cccc(Cl)c1)C1C(=O)N(c2cccc(Cl)c2)C(=O)C31 (stereo not given),-7,-11%,-5,-3%,0,-16,-6%,3%,-0.6%,-2,-2%
CCOC(=O)c1c(-c2ccccc2)oc2ccc(OCC(=O)NNC(=O)CCCC(=O)O)cc12,8,-11%,-5,.,9,6,0%,?,-1.1%,14,-2%
CCN(C(=O)c1cc2cc(OC)ccc2oc1=O)c1cccc(C)c1,0,?,-3,-3%,6,?,4%,?,0.1%,1,-5%
Cc1ccc(S(=O)(=O)/N=C(\CN2CCOCC2)N2CCCC2)cc1,1,0%,-11,0%,-8,-5,3%,0%,0.5%,3,0%
CN(CC(=O)Nc1cccc(F)c1)C(=O)c1cccnc1Sc1ccccc1Cl,.,.,3,.,-3,-10,0%,.,-0.5%,10,.
CCn1ncc(C2=NOC(C(=O)Nc3cccc(C(C)=O)c3)C2)c1C (stereo not given),1,5%,-20,-2%,-10,-2,1%,-3%,-0.3%,0,0%
CN(CCOc1ccc(-c2ccn(S(=O)(=O)c3ccc(Cl)cc3)n2)cc1)c1ccccn1,-2,-2%,8,-2%,3,12,-3%,24%,-0.1%,-3,1%
CC1(C)CC(=O)c2c(O)cc(OCc3ccc(Br)cc3)cc2O1,-2,3%,-12,-6%,14,-12,-11%,17%,-0.6%,8,6%
N#Cc1ccccc1Sc1ccccc1C(=O)OCC(=O)NC1CCS(=O)(=O)C1 (stereo not given),-1,-21%,-1,-16%,-2,19,2%,12%,0.2%,-3,0%
O=C(CSc1nc(C2CC2)nc2ccccc12)Nc1cccc(O)c1,1,?,-3,-8%,12,3,-1%,4%,0.3%,15,-3%
O=C(Nc1ccncc1)c1ccccc1[N+](=O)[O-],1,-21%,1,5%,24,8,0%,7%,-0.1%,2,-2%
CCc1nn(CC(=O)NCCCN(C)Cc2ccccc2)c(=O)c2cc3sc(C)cc3n12,.,.,1,.,23,-4,4%,26%,-1.3%,-2,-1%
Cc1ccc(S(=O)(=O)NC(C)C(=O)Nc2cccc([N+](=O)[O-])c2)cc1 (stereo not given),-2,6%,-6,1%,-17,-4,7%,-2%,0.0%,9,-1%
O=C(NC(=S)Nc1cccc([N+](=O)[O-])c1)c1ccco1,-1,4%,-1,5%,-9,-5,4%,?,-0.5%,-2,3%

# Not all compounds are listed; count on the stated rates, not on these rows.
